S100A4 inh HTS = inhibitors of S100A4-myosin IIA peptide binding, primary screen, biochemical, fluorescence polarization, TAMRA-MyoIIA peptide; Protein S100-A4 (Homo sapiens), P26447; inhibition, % at 10.7 µM; 0.14% of 360,000 active;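 active = mean inhibition of at least 70% across replicates, with every replicate also reaching that level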
Target sequence (P26447 whole entry, looked up): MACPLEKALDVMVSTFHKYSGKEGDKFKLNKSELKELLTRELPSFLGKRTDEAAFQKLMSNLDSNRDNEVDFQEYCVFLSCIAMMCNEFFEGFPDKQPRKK
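assay system = human S100A4 monomer with TAMRA-labelled myosin IIA peptide | also added = labelled myosin peptide probe, 5 nM | incubation = 5 min between mix addition and reading | control set = DMSO and TFP controls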
LGR2 antag = inhibitors of bursicon-induced LGR2 CRE-luciferase signal, primary screen, cell-based, HEK293, CRE-luciferase reporter, bursicon stimulation; Drosophila bursicon receptor LGR2 (rickets); inhibition, % at 9.99 µM; bursicon-stimulated, 4 h; 0.35% of 380,000 active;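 active = drop in luminescence signal, shown as inhibition above about 50% in the replicate tests, limit read from the data, passing the limit was not always enough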;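 also: agonist challenge used bursicon conditioned medium at about half maximal strength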
SIRT5 inh = SIRT5 desuccinylase inhibitors, primary screen, biochemical, fluorescence imaging, single point, set 5; AID 652115, 2013; NAD-dependent protein deacylase sirtuin-5, mitochondrial (Homo sapiens), Q9NXA8; 1.1% of 330,000 active; inhibition, % at 15 µM; Purified SirT5, succinyl-peptide AMC, trypsin-coupled fluorescence; in the data active = inhibition above about 15%
Target sequence (Q9NXA8 whole entry, looked up): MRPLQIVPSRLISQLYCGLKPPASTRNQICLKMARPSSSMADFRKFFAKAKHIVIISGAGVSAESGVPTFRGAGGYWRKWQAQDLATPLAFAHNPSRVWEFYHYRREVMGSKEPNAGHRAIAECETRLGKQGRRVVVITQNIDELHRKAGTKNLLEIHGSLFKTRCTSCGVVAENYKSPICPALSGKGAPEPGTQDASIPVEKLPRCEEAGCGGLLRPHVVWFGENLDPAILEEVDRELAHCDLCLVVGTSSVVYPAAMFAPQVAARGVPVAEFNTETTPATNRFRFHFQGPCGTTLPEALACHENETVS
Cneo AK release = Cryptococcus neoformans cell lysis inducers, primary screen, AK release luminescence, single concentration. AID 651654, 2012. 0.2% of 360,000 active. lysis activity, % at 15 µM. C. neoformans lysis, adenylate kinase release luminescence, 4 h; normalised: neutral wells 0, clomiphene wells 100;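 active = mean lysis activity across replicates of at least 80%, whatever share of replicates individually reach that level; inactive = mean lysis activity below 80%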
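Material – log-phase Cryptococcus neoformans yeast cells · Input – 5 × 10^6 yeast cells/mL · Medium – fresh YPD growth medium · Doses – single compound concentration per well · Timing – static 4 h at 37 °C with compound, 1 h detection · Detection – adenylate kinase release luminescence · Read-out – signal increase indicating cell lysis · Control set – Clomiphene as positive lysis control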
ERAP1 HTS inh = human ERAP1 aminopeptidase inhibitors, primary screen, biochemical, single point, plate reader | inhibition, % at 10.7 µM | recombinant ERAP1, Leu-AMC fluorescence, 60 min | 0.15% of 340,000 active | Endoplasmic reticulum aminopeptidase 1 (Homo sapiens), Q9NZ08;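 active = mean replicate inhibition of at least 30%, or all replicates individually reaching that 30% level; inactive = mean below 30% and not every replicate reaching it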;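 also: 0% = neutral control wells and 100% = L-leucinethiol positive control wells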
PGC1a acetyl inh = inhibitors of PGC1a acetylation signal, primary screen, cell-based, U2OS, AlphaScreen, inhibitor mode. AlphaScreen anti-acetyl-lysine; with virally co-expressed GCN5 acetyltransferase. inhibition, % at 15.6 µM. 0.17% of 350,000 active. AID 651687, 2012;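 active = every replicate shows inhibition of at least 40%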;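 also: 0% = neutral control wells and 100% = positive control wells; some results beyond the cut were filed as inactive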
C2C12 statin = suppressors of statin myotoxicity in C2C12 myotubes, primary screen, cell-based, single point, plate reader; C2C12 myotubes + simvastatin, ATP luminescence, 48 h; scaled: DMSO 0, geranylgeraniol control 100; rescue of ATP level, % at 7.49 µM; 0.78% of 330,000 active;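 active = mean ATP rescue above about 67%, or every replicate alone reaching that limit, limit read from the data, passing the limit was not always enough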;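 also: myotubes were challenged with 10 µM simvastatin during compound exposure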
XiGFP reactiv = activators of inactive X chromosome reactivation, primary screen, imaging, XiGFP fibroblasts, GFP high-content imaging, set 2; XiGFP mouse fibroblasts, % GFP-positive cells imaging, 3 d; cells co-treated with 5-aza-dC sensitizer; scaled so ellipticine positive control = 100%; activation, % at 7.58 µM; 0.055% of 360,000 active;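 active = mean normalized replicate activation at least 10% and every replicate at or above 10%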;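 also: 0% = median of on-plate neutral control wells and 100% = ellipticine 6 µM median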
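System: XiGFP fibroblasts, SV40-immortalized. Medium: DMEM plus 5-aza-dC sensitizer. Doses: single point. Timing: 3 d treatment, 15 min room-temperature fixation. Control set: ellipticine 6 µM.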
The depositor's hits bear a star; . = not tested or not shown. Only part of the results is shown, so the mix of outcomes need not match the whole.

compound,S100A4 inh HTS,LGR2 antag,SIRT5 inh,Cneo AK release,ERAP1 HTS inh,PGC1a acetyl inh,C2C12 statin,XiGFP reactiv
COC(=O)C(CSCc1ccccc1)NC(=O)CSc1nc(C)cc(=O)[nH]1 (configuration not stated),-5,-2,-4,.,5,-13,.,0.1
CN(C)CCN(C(=O)c1ccc2ccccc2c1)c1nc2c(F)cccc2s1,35,1,-2,0,1,0,120*,0.2
COc1ccc(NC(=O)c2c(C)nn(-c3ccccc3)c2Cl)cc1,2,-2,1,-3,0,12,-17,0.0
CCN(C(=O)CN1CCN(c2cccc(Cl)c2)CC1)c1c(N)n(Cc2ccccc2)c(=O)[nH]c1=O,5,-5,-5,2,1,-9,5,0.1
CC1Cc2ccccc2N1C(=O)CCS(=O)(=O)c1ccc2c(c1)NC(=O)CS2 (configuration not stated),3,9,-5,3,-2,0,-2,0.1
C[C@@H]1CN([C@H](C)CO)C(=O)Cc2cc(NC(=O)Cc3cn(C)c4ccccc34)ccc2O[C@@H]1CN(C)S(=O)(=O)c1ccccc1,-2,-19,1,0,0,-18,49,0.0
Cn1c(Cl)nc2c1c(=O)n(Cc1cccc(Br)c1)c(=O)n2C,-8,-2,1,-1,2,7,-12,.
COc1ccccc1C(=O)OCn1nnc2ccccc2c1=O,-4,-1,-4,-4,-1,-7,-12,0.3
CC1(C(=O)NS(=O)(=O)C2CC2)CCCN(C(=O)/C=C/c2ccccc2)C1 (configuration not stated),1,12,-1,-2,1,8,4,-0.1
CCOc1ccc(CCNC(=O)COC(=O)c2cccc(S(=O)(=O)N3CCCC3)c2)cc1OCC,-1,-2,-2,0,0,.,-3,0.0
O=C(Nc1ccc(Br)cc1)c1cccc2c1C(=O)N(C1CCCCC1)C2,-3,-7,-1,0,-3,12,16,0.2
O=C(Cc1ccccc1[N+](=O)[O-])NNC(=O)Nc1ccc2c(c1)OCO2,4,-9,-2,8,-1,.,0,0.1
O=C(c1cccs1)N1CCN(C23CC4CC(CC(C4)C2)C3)CC1,-2,-7,-3,1,0,.,4,0.2
C[C@H]1CN([C@@H](C)CO)C(=O)Cc2cc(NS(=O)(=O)c3cn(C)cn3)ccc2O[C@H]1CN(C)Cc1ccncc1,6,-13,-6,-2,-9,2,-2,-0.5
C[C@@H]1CN([C@@H](C)CO)C(=O)Cc2cc(NC(=O)c3ccncc3)ccc2O[C@H]1CN(C)S(=O)(=O)c1cccs1,-20,-18,-3,-4,0,0,-1,-0.5

Taken from the entries so far (2 entries):
compound,S100A4 inh HTS,LGR2 antag,SIRT5 inh,Cneo AK release,ERAP1 HTS inh,PGC1a acetyl inh,C2C12 statin,XiGFP reactiv
CCN(C(=O)CN1CCN(c2cccc(Cl)c2)CC1)c1c(N)n(Cc2ccccc2)c(=O)[nH]c1=O,5,-5,-5,2,1,-9,5,0.1
CC1Cc2ccccc2N1C(=O)CCS(=O)(=O)c1ccc2c(c1)NC(=O)CS2 (configuration not stated),3,9,-5,3,-2,0,-2,0.1

Additional structures.
compound,S100A4 inh HTS,LGR2 antag,SIRT5 inh,Cneo AK release,ERAP1 HTS inh,PGC1a acetyl inh,C2C12 statin,XiGFP reactiv
Cc1cc(NC(=O)C2CCCO2)ccc1Br (configuration not stated),-5,-11,-1,.,-2,.,.,0.0
COC(=O)c1ccc(NC(=O)CSc2nnc(Cc3cccn3C)n2-c2ccc(F)cc2)cc1,7,11,.,2,1,-8,-4,0.1
COc1ccc2cc(C(=O)/C=C/c3cc(OC)c(OC)c(OC)c3)ccc2c1,-2,-3,1,0,-2,.,-7,0.0
CCOC(=O)C1CCCN(C(=O)c2cc(S(=O)(=O)N(C)C)ccc2N2CCCC2)C1 (configuration not stated),-4,-3,2,-1,2,-6,3,0.0
CC1(C)CC(=O)/C(=C(\O)CCCN2C(=O)c3ccccc3C2=O)C(=NCC(=O)O)C1,6,-20,-5,.,4,-1,.,0.0
CCc1ccccc1NC(=S)NC1CC2CCC(C1)N2Cc1ccc(F)cc1 (configuration not stated),3,-2,2,.,-5,.,.,0.0
O=C(/C=C\c1cccs1)N1CCN(Cc2ccc3c(c2)OCO3)CC1,-5,-28,3,1,2,6,10,0.0
Cc1noc(C)c1S(=O)(=O)Nc1ccc2c(c1)CC(=O)N([C@H](C)CO)C[C@H](C)[C@H](CN(C)C(=O)Nc1ccc(C(F)(F)F)cc1)O2,-6,-2,1,0,-2,8,-3,0.0
COc1cc(/C=C2/SC(=S)N(Cc3ccccc3)C2=O)cc(OC)c1O,-7,-4,1,11,4,25,-3,0.1
COc1ccccc1NC(=O)CCSc1nnc(-c2ccncc2)o1,2,-1,-2,.,3,14,.,0.0
Cc1ccc(CN2CC(C(=O)N3CCN(S(=O)(=O)c4cc(C)ccc4C)CC3)CC2=O)cc1 (configuration not stated),-1,-14,-1,0,5,.,13,0.2
COc1cccc(NC(=O)CN(C)C(=O)c2cc(-c3cccc(Br)c3)nc3ccccc23)c1,-3,6,1,-2,-4,.,-18,-0.1
COc1ccc(NC(=O)CN2C(=O)NC(C)(c3ccccc3)C2=O)c(OC)c1 (configuration not stated),1,-4,1,-5,0,-15,-5,0.2
COc1ccc(C2C(C#N)=C(N)Nc3onc(C(C)(C)C)c32)c(OC)c1 (configuration not stated),.,-14,.,7,.,12,.,0.9
C[C@@H]1CCCCO[C@H](CN(C)C(=O)Nc2ccccc2)[C@H](C)CN([C@H](C)CO)C(=O)c2cc(NC(=O)c3ccncc3)ccc2O1,-8,-18,-4,1,-4,-2,.,0.1
CC(/C=C/C1[C@H](C)C[C@H](O[C@@H]2O[C@H](CO)[C@@H](O)[C@H](O)[C@H]2O)CC1(C)C)O[C@H]1O[C@H](CO)[C@@H](O)[C@H](O)[C@H]1O (some centres not stated),-1,10,1,-1,0,0,5,.
COc1ccc(CCN(C)S(=O)(=O)c2cn(C)c(=O)n(C)c2=O)cc1OC,1,-16,1,0,0,3,11,0.0
CCCc1cn(CC[C@H]2CC[C@@H](NC(=O)C3CCCCC3)[C@@H](CO)O2)nn1,3,-29,0,40,0,0,-1,-0.5
CCC(CC)NC(=O)CO/N=C/c1ccc(Cl)cc1Cl,1,32,0,.,-1,1,.,0.1
CCNC(=O)C[C@@H]1CC[C@H](NC(=O)C2CC2)[C@H](CO)O1,-7,-11,11,-2,-6,5,4,0.7
CC(=O)N(C)C[C@@H]1[C@H](c2ccc(-c3cccc(C#N)c3)cc2)[C@H](CO)N1C(C)=O,1,-18,-3,.,-1,.,.,0.0
CC(Nc1nc(-c2ccccc2O)nc2ccccc12)c1ccccc1 (configuration not stated),-2,-1,10,0,-4,25,-16,0.1
Cc1cccc(S(=O)(=O)N2CC[C@@H]3[C@H](CO)Nc4ccc(C#Cc5cccnc5)cc4[C@@H]32)c1,.,6,.,-2,.,2,-27,0.0
CO[C@H]1CN(C)C(=O)c2ccc(NC(=O)NC(C)C)cc2OC[C@H](C)N(C)C[C@H]1C,3,12,-3,-2,0,1,-3,0.0
Cc1ccc(NC(=O)CN2CCCC2)cc1,0,27,-7,3,2,-3,-4,0.0
O=c1[nH]c(-c2ccccc2)nn1-c1ccc(Br)cc1Br,-1,1,-1,5,-2,.,9,0.3
C=CCNC(=O)CN(CCc1ccccc1)S(=O)(=O)c1ccccc1,0,-4,-2,-1,2,1,1,0.3
CN(C)c1ccc2cc(S(=O)(=O)O)cc(O)c2c1,5,-12,22*,-2,8,0,-1,0.2
O=[N+]([O-])c1ccc(Oc2cccnc2)nc1,2,4,-2,.,-2,.,.,0.3
COC(=O)C(Cc1ccc(O)cc1)NC(=O)C1CCN(S(=O)(=O)c2ccc(C)cc2)CC1 (configuration not stated),-2,9,0,1,0,-7,3,0.0
C[C@H]1CN([C@@H](C)CO)C(=O)Cc2cc(N(C)C)ccc2O[C@H]1CN(C)C(=O)NC1CCCCC1,16,-4,.,-3,0,6,-5,0.3
COc1ccc(C(=O)N[C@H](C(=O)OCn2nnc3ccccc3c2=O)C(C)C)cc1,-2,-13,-2,3,3,.,-10,0.1
COc1cc(C(CCN2CCCC(C)C2)c2c(OC)cc(OC)c3c(-c4ccccc4)cc(=O)oc23)cc(OC)c1OC (configuration not stated),2,13,1,0,-18,-28,-31,.
Cc1ccc(N2CC(C(=O)Nc3nnc(SCC(N)=O)s3)CC2=O)cc1C (configuration not stated),-9,-1,-6,-3,-2,.,1,0.4
O=C(Nc1ccc2c(c1)OCCO2)C1c2ccccc2OCC(=O)N1Cc1ccccc1 (configuration not stated),-2,9,1,.,.,.,.,0.2
CCN(CC)S(=O)(=O)c1ccc(Cl)c(NC(=O)c2cc(Cl)cc(Cl)c2)c1,0,11,3,.,-3,.,.,0.0
CCS(=O)(=O)N1CC2(CN(Cc3ccc4c(c3)OCO4)[C@@H](CO)c3c2c2ccc(OC)cc2n3C)C1,-1,1,0,.,4,-14,.,0.2
COc1ccc(NC(=O)NS(=O)(=O)c2ccc(C)cc2)c(OC)c1,.,8,.,3,.,4,3,.
CCOC(=O)CC(Nc1nc(N2CCOCC2)nc(N2CCOCC2)n1)c1ccccc1Cl (configuration not stated),.,3,.,2,.,4,6,.
Cc1ccc(COC(=O)c2cc(S(=O)(=O)N3CCCCC3)ccc2N2CCOCC2)cc1,-5,3,-6,.,2,.,19,-0.1
O=C(O)c1ccc(CSc2nnc(-c3ccc(Cl)cc3)o2)cc1,-2,2,2,-3,1,13,-5,0.1
